Screens: PubChem BioAssay, several laboratories
SUMO1 PPI mod – alters human SUMO1 binding to SIM partners | 360,000 tested, 0.33% active | AID 602429 | P63165 | inhibition, % at 20 µM | SUMO1 binding to a labelled peptide, TR-FRET, 1 h; in the data active = inhibition above about 37%
Target sequence (P63165 whole entry, looked up): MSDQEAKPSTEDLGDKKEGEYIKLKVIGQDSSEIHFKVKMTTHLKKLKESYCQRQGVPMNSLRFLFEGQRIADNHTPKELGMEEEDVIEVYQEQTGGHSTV
DNMT1 block – DNMT1 (human) enzyme inhibition. 360,000 tested, 0.83% active. AID 588458. inhibition (reported as % activation of signal), % at 10 µM. DNMT1 molecular beacon, Hinp1I cleavage, fluorescence. P26358; in the data active = inhibition above about 50%
NadD block – inhibitors of Staphylococcus aureus NadD; purified NadD enzyme, colorimetric absorbance read-out; inhibition, % at 20 µM; 360,000 tested, 0.78% active; AID 602399; in the data active = inhibition above about 26%; note: some compounds past the cut are filed as inactive
MLLE-PAM2 inh – inhibitors of microRNA-mediated deadenylation, human PABP1 MLLE binding; P11940; 360,000 tested, 0.36% active; AID 588489; inhibition, % at 20 µM; GST-MLLE / FITC-PAM2 fluorescence polarization; in the data active = inhibition above about 35%, passing the limit was not always enough;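 note: plate controls were DMSO wells with GST-MLLE for no effect and wells lacking GST-MLLE protein for full effect; some results filed as inactive read as strong as hits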
Target sequence (P11940 whole entry, looked up): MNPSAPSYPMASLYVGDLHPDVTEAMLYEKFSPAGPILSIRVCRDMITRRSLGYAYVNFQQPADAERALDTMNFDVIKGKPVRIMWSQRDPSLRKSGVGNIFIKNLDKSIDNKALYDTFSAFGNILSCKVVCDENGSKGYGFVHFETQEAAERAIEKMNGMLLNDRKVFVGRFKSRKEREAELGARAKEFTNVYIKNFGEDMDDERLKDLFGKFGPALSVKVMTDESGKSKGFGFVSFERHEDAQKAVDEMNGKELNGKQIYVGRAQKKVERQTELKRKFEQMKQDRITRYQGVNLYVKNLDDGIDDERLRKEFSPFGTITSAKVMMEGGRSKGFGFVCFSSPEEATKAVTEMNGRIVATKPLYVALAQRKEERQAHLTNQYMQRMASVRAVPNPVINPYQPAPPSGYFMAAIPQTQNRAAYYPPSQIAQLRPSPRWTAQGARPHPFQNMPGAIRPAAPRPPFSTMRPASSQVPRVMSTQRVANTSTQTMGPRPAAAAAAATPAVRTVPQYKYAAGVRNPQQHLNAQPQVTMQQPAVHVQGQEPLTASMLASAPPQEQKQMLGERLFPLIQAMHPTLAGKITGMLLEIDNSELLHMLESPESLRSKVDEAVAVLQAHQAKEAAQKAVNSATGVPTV
Tb MetRS inh – Trypanosoma brucei MetRS inhibition; purified T. brucei MetRS, ATP depletion, Kinase-Glo luminescence; inhibition, % at 11.9 µM; 360,000 tested, 0.4% active;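 active = inhibition above a per-plate cutoff of the control wells' mean inhibition plus 3 SD, cut at about 5.5% in these data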;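 note: 0% = DMSO wells median and 100% = median of wells with control inhibitor compound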
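technique = Kinase-Glo luminescence, ATP depletion format | system = purified MetRS (methionyl-tRNA synthetase) enzyme from Trypanosoma brucei | timing = 15 min preincubation, 2 h reaction, all 25 °C | evaluation = percent inhibition versus plate control medians | dosing = single dose, 11.9 µM final nominal, 0.9% final DMSO | also added = substrates ATP, L-methionine and bulk Escherichia coli tRNA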
Rpn11 block – Rpn11 (human) deubiquitinase inhibition. human 26S proteasome, Ub4-pepOG fluorescence polarization; 20S core pre-blocked with epoxomicin. calls only at 20 µM. O00487. 360,000 tested, 0.59% active;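 active = inhibition at 20 µM, scaled to each plate's controls, above about 33%, limit read from the data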
STEP block – STEP (human) phosphatase inhibition | inhibition, % at 20 µM | 360,000 tested, 0.25% active | recombinant STEP, OMFP fluorogenic substrate, fluorescence | P54829;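 active = inhibition at 20 µM, scaled per plate between control wells, above about 37%, limit read from the data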;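 note: 0% = DMSO with enzyme and substrate and 100% = substrate only without enzyme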
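Assay system: isolated STEP enzyme / Timing: 20 min at room temperature, dark / Doses: 20 µM, 1% DMSO / Technique: fluorescence intensity, excitation 480 nm, emission 540 nm / Reagent: fluorogenic phosphatase substrate OMFP at 25 µM final / Measure: percent inhibition scaled to no-enzyme and uninhibited-enzyme controls, plate-pattern corrected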
Scp1 inh – inhibitors of human Scp-1 phosphatase | inhibition, % at 20 µM | 340,000 tested, 0.88% active | AID 493091 | Recombinant Scp1, phosphopeptide, malachite green phosphate absorbance | Q9GZU7;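 active = inhibition above about 50% at 20 µM, limit read from the data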;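 note: plate controls were DMSO wells with enzyme for no effect and wells lacking enzyme for full effect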
Target sequence (Q9GZU7 76-261 limits assumed): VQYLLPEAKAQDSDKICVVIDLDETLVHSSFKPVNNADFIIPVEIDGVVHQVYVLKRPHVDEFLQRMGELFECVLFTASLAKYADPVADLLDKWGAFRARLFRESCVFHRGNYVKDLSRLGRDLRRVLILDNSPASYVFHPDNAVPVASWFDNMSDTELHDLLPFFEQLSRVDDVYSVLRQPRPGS
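Test system – truncated SCP-1 phosphatase (76-261aa) · Reagent – Phosphorylated 17-residue peptide substrate · Incubation – 45 min room-temperature reaction, 5 min colour, 30 min stabiliser · Detection – colorimetric phosphate reagent with accelerator and stabiliser, absorbance at 630 nm · Measure – % inhibition at 20 µM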
CSN inh – blocks human CSN-mediated cullin deneddylation; Q92905; Purified CSN, SCF-Nedd8-OG deneddylation, fluorescence polarization; inhibition, % at 12.5 µM; 360,000 tested, 0.38% active; AID 651999;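 active = pattern-corrected inhibition above about 35%, with an unprinted fluorescence ratio check between 0.5 and 1.5, limit read from the data, passing the limit was not always enough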;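 note: 0% = enzyme with substrate and 100% = substrate without enzyme; some results filed as inactive read as strong as hits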
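test system = HEK293T-derived human Csn5 enzyme | amount = 0.24 nM Csn5 enzyme, final concentration | medium = Tris/NaCl/DTT buffer, pH 7.5 | schedule = 90 min reaction at room temperature | signal = FP | evaluation = inhibition of Csn5 cleavage, % | compound dosing = single dose of 12.5 µM compound with 0.25% DMSO | probe or stimulus = 10 nM SCFSkp2-Nedd8OG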
LMPTP inh – blocks human LMPTP phosphatase; P24666; recombinant LMPTP-A, OMFP fluorogenic substrate, fluorescence intensity; inhibition, % at 20 µM; 360,000 tested, 0.22% active;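 active = compounds that cut the enzyme signal by at least half of the control window in the single-dose screen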;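 note: plate controls were DMSO wells with enzyme plus substrate for no effect and substrate without enzyme for full effect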
Target sequence (P24666 whole entry, looked up): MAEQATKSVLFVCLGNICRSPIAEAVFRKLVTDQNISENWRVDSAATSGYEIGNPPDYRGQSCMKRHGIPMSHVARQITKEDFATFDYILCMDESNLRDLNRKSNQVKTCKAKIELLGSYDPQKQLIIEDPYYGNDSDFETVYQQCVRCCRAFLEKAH
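Assay system: LMPTP-A enzyme. Input: 0.625 nM LMPTP-A final. Probe or stimulus: 400 µM OMFP. Compound dosing: single 20 µM dose. Schedule: 50 min dark incubation at room temperature. Detection: fluorescence intensity of OMFP turnover product. Read-out: percent inhibition versus substrate-only and uninhibited controls. Benchmarks: no-enzyme low control, uninhibited high control.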
The depositor's hits bear a star.

CNC(=O)C1C2C=CC3(O2)C1C(=O)N(CCOC)C3C(=O)NCc1ccc(OC)cc1 (stereo not drawn) was read as SUMO1 PPI mod 2, DNMT1 block -4, NadD block -3, MLLE-PAM2 inh 0, Tb MetRS inh 0.4, Rpn11 block inactive, STEP block -2, Scp1 inh 5, CSN inh 7 and LMPTP inh -1.3.
`CCOC(=O)c1ccc(-c2ccc(N3C(c4cccc(OC)c4)=Cc4ccc(F)cc4C3CC(C)=O)cc2)cc1F` (stereo not drawn) gave SUMO1 PPI mod 1, NadD block 17, Tb MetRS inh 0.5, CSN inh -8 and LMPTP inh 0.7.
Screening COc1ccc(OC)c(S(=O)(=O)Nc2cc3c4c(c2)C(C)C(=O)N4CCC3)c1 (stereo not drawn) returned SUMO1 PPI mod -1, DNMT1 block 1, NadD block 2, MLLE-PAM2 inh 13, Tb MetRS inh -0.4, Rpn11 block inactive, STEP block -1, Scp1 inh -4, CSN inh -3 and LMPTP inh -0.7.
CCC(C)Sc1nnc(NC(=O)C2CCN(C(=O)c3ccco3)CC2)s1 (stereo not drawn) was read as SUMO1 PPI mod 6, DNMT1 block 3, NadD block -4, MLLE-PAM2 inh 12, Tb MetRS inh -0.7, Rpn11 block inactive, STEP block -1, Scp1 inh 4, CSN inh 1 and LMPTP inh -1.0.
Cc1ccc2nc(Cl)c(C3CC(c4cccs4)=NN3C(=O)CCC(=O)O)cc2c1 (stereo not drawn) was read as SUMO1 PPI mod -8, DNMT1 block -1, NadD block 11, MLLE-PAM2 inh 3, Tb MetRS inh -0.4, Rpn11 block inactive, STEP block 1, Scp1 inh 18, CSN inh -5 and LMPTP inh -0.6.
For C=CCOc1ccc(/C=N/NC(=O)CC(=O)NC2CCCCC2)cc1 the results were SUMO1 PPI mod 0, DNMT1 block 2, NadD block 5, MLLE-PAM2 inh -2, Tb MetRS inh -0.3, Rpn11 block inactive, STEP block 3, Scp1 inh -5, CSN inh 3 and LMPTP inh 0.5.
`CCc1cccc2c(C(=O)CN3C(=O)C(=O)N(C4CCCC4)C3=O)c[nH]c12` gave SUMO1 PPI mod 1, DNMT1 block -1, NadD block -4, MLLE-PAM2 inh 16, Tb MetRS inh -0.2, Rpn11 block inactive, STEP block -1, Scp1 inh -13, CSN inh -4 and LMPTP inh 0.9.
For Cc1cccc(C)c1OCC(=O)Nc1ccccc1N1CCCCC1 the results were SUMO1 PPI mod 2, DNMT1 block 4, NadD block 9, MLLE-PAM2 inh -7, Tb MetRS inh 0.1, Rpn11 block inactive, STEP block 3, Scp1 inh -2, CSN inh -6 and LMPTP inh 4.2.
For CCCCSc1nnc(-c2cc3c(C(F)(F)F)nn(C)c3s2)n1C the results were SUMO1 PPI mod -2, DNMT1 block -1, NadD block 0, MLLE-PAM2 inh -131, Tb MetRS inh -0.3, Rpn11 block inactive, STEP block 1, Scp1 inh -13, CSN inh -4 and LMPTP inh 2.1.
For CC(C)(C)C(=O)N1CCC(O)(CS(=O)(=O)Cc2ccccc2)CC1 the results were SUMO1 PPI mod -1, DNMT1 block -1, NadD block -9, MLLE-PAM2 inh -6, Tb MetRS inh 0.2, Rpn11 block inactive, STEP block -1, Scp1 inh -7, CSN inh 3 and LMPTP inh -0.8.
For Cc1ccc(Cc2c(-c3ccco3)nc3ccc(C)cn23)cc1 the results were SUMO1 PPI mod 8, DNMT1 block -2, NadD block 11, MLLE-PAM2 inh -2, Tb MetRS inh -1.4, Rpn11 block inactive, STEP block 0, CSN inh 10 and LMPTP inh 2.1.
CCCc1n(CC(O)COC2CCCCC2)c2ccccc2[n+]1C (stereo not drawn) was read as SUMO1 PPI mod 1, DNMT1 block -1, NadD block 5, MLLE-PAM2 inh -119, Tb MetRS inh -0.4, Rpn11 block inactive, STEP block 1, Scp1 inh 100*, CSN inh 4 and LMPTP inh -0.9.
For O=C(NN=C1c2ccccc2-c2ccccc21)c1ccccc1 the results were SUMO1 PPI mod -35, DNMT1 block 5, NadD block -6, MLLE-PAM2 inh -6, Tb MetRS inh -0.7, Rpn11 block inactive, STEP block 1, Scp1 inh 4, CSN inh -3 and LMPTP inh 0.9.
`c1csc(C2=Nn3c(nnc3-c3ccncc3)SC2)c1` gave SUMO1 PPI mod -11, DNMT1 block -1, NadD block 10, MLLE-PAM2 inh 24, Tb MetRS inh -0.4, Rpn11 block inactive, STEP block 4, Scp1 inh 3, CSN inh 7 and LMPTP inh 2.1.
Screening CC(/C=N\NC(=O)c1ccc(C)nc1)=C\c1ccccc1 returned SUMO1 PPI mod -14, DNMT1 block 3, NadD block -2, MLLE-PAM2 inh 9, Tb MetRS inh -0.7, Rpn11 block inactive, STEP block -3, Scp1 inh -10, CSN inh -6 and LMPTP inh 1.0.
`Cc1csc(=Nc2ccccc2)n1C` gave SUMO1 PPI mod 3, DNMT1 block 3, NadD block -5, MLLE-PAM2 inh 0, Tb MetRS inh 0.0, Rpn11 block inactive, STEP block -3, Scp1 inh -7, CSN inh -3 and LMPTP inh -0.4.
`CCc1ccc(CN2CCCC(CNC(=O)c3cc(OC)cc(OC)c3)C2)cc1` (stereo not drawn) gave SUMO1 PPI mod 0, DNMT1 block 0, NadD block -6, MLLE-PAM2 inh 1, Tb MetRS inh -0.6, Rpn11 block inactive, STEP block 0, Scp1 inh -7, CSN inh -1 and LMPTP inh 0.2.
Cc1ccc2[nH]c3c(=O)n(CC(=O)NCCCN4CCN(c5ccc(F)cc5)CC4)ncc3c2c1 was read as SUMO1 PPI mod -3, DNMT1 block 4, NadD block -1, MLLE-PAM2 inh -2, Tb MetRS inh -0.1, Rpn11 block inactive, STEP block -1, Scp1 inh -6, CSN inh -1 and LMPTP inh -0.2.
O=C(CNC(=S)NC(=O)c1ccc(Cl)cc1)c1ccccc1 was read as SUMO1 PPI mod 2, DNMT1 block 0, NadD block -4, MLLE-PAM2 inh 25, Tb MetRS inh -0.9, Rpn11 block inactive, STEP block 2, Scp1 inh -2, CSN inh 3 and LMPTP inh 1.3.
Cc1cc(Br)ccc1NC(=O)CNC(=O)CSc1n[nH]c(N)n1 was read as SUMO1 PPI mod -2, DNMT1 block 2, NadD block -1, MLLE-PAM2 inh 2, Tb MetRS inh 0.6, Rpn11 block inactive, STEP block 2, Scp1 inh 1, CSN inh 1 and LMPTP inh -1.7.
For Fc1ccc(CN(Cc2ccccc2)C(c2cccs2)c2nnnn2C2CCCCC2)cc1 (stereo not drawn) the results were SUMO1 PPI mod -1, DNMT1 block 3, NadD block -4, MLLE-PAM2 inh 6, Tb MetRS inh -0.1, Rpn11 block inactive, STEP block 1, Scp1 inh -14, CSN inh 4 and LMPTP inh 3.0.
Screening O=S1(=O)CC(O)C(N=Nc2c(O)n(Cc3ccccc3)c3ccccc23)C1 (stereo not drawn) returned SUMO1 PPI mod -6, DNMT1 block 2, NadD block 0, MLLE-PAM2 inh 11, Tb MetRS inh 0.3, Rpn11 block inactive, STEP block -8, Scp1 inh -7, CSN inh -5 and LMPTP inh -0.7.
For Cc1cccc(NS(=O)(=O)c2nnc(NC(=O)c3ccc(Cl)cc3)s2)c1 the results were SUMO1 PPI mod 23, DNMT1 block 6, NadD block 6, MLLE-PAM2 inh -14, Tb MetRS inh 0.5, Rpn11 block inactive, STEP block -1, Scp1 inh 16, CSN inh 7 and LMPTP inh -1.8.
CSc1ccc(OC2(C)CCN(Cc3ccc4c(c3)OCCO4)C2)cc1 (stereo not drawn) was read as SUMO1 PPI mod 4, DNMT1 block 3, NadD block -1, MLLE-PAM2 inh -3, Tb MetRS inh -0.5, Rpn11 block inactive, STEP block 0, CSN inh 2 and LMPTP inh 0.3.
For O=C1N(C2CCCC2)C[C@@H]2C[C@@H](c3cccn3-c3nccs3)N3CCC[C@@]123 the results were SUMO1 PPI mod 1, DNMT1 block -3, NadD block 6, MLLE-PAM2 inh -14, Tb MetRS inh -0.4, Rpn11 block inactive, STEP block 0, Scp1 inh -3, CSN inh -4 and LMPTP inh 0.4.
`Cn1c(=O)c(-c2ccccc2)c(O)c2ccccc21` gave SUMO1 PPI mod 1, DNMT1 block 1, NadD block -10, MLLE-PAM2 inh -12, Tb MetRS inh -1.4, Rpn11 block inactive, STEP block -2, Scp1 inh 19, CSN inh 4 and LMPTP inh -0.8.
For O=c1[nH]c(=S)[nH]nc1Cc1ccc(Cl)c(Cl)c1 the results were SUMO1 PPI mod 7, DNMT1 block 4, NadD block -5, MLLE-PAM2 inh 24, Tb MetRS inh -1.1, Rpn11 block inactive, STEP block 6, Scp1 inh 6, CSN inh 0 and LMPTP inh -1.9.
Screening Fc1ccc(C2CC(c3ccco3)=Nc3ccccc3S2)cc1 (stereo not drawn) returned SUMO1 PPI mod -4, DNMT1 block 1, NadD block 2, MLLE-PAM2 inh 21, Tb MetRS inh -0.3, Rpn11 block inactive, STEP block 2, Scp1 inh 2, CSN inh 3 and LMPTP inh 1.9.
For N#CC(=Nc1ccccc1)c1ccccc1 the results were SUMO1 PPI mod -5, DNMT1 block -2, NadD block 2, MLLE-PAM2 inh 4, Tb MetRS inh -0.2, Rpn11 block inactive, STEP block -3, Scp1 inh -10, CSN inh 1 and LMPTP inh -2.2.
For CC(=O)Nc1ccc(CN2CCN(CC(C)C)C(CCO)C2)cc1 (stereo not drawn) the results were SUMO1 PPI mod -2, DNMT1 block -1, NadD block 3, MLLE-PAM2 inh 6, Tb MetRS inh -0.5, Rpn11 block inactive, STEP block 2, Scp1 inh -6, CSN inh 5 and LMPTP inh -1.1.
For COc1ccc(NC(=O)N2CCC(NC(=O)c3ccco3)CC2)cc1 the results were SUMO1 PPI mod -3, DNMT1 block 2, NadD block -2, MLLE-PAM2 inh -4, Tb MetRS inh -1.1, Rpn11 block inactive, STEP block 1, Scp1 inh -11, CSN inh 0 and LMPTP inh -1.8.

2 records drawn at random from the list so far, as already listed:
For O=C1N(C2CCCC2)C[C@@H]2C[C@@H](c3cccn3-c3nccs3)N3CCC[C@@]123 the results were SUMO1 PPI mod 1, DNMT1 block -3, NadD block 6, MLLE-PAM2 inh -14, Tb MetRS inh -0.4, Rpn11 block inactive, STEP block 0, Scp1 inh -3, CSN inh -4 and LMPTP inh 0.4.
For CC(=O)Nc1ccc(CN2CCN(CC(C)C)C(CCO)C2)cc1 (stereo not drawn) the results were SUMO1 PPI mod -2, DNMT1 block -1, NadD block 3, MLLE-PAM2 inh 6, Tb MetRS inh -0.5, Rpn11 block inactive, STEP block 2, Scp1 inh -6, CSN inh 5 and LMPTP inh -1.1.
